Bioassay records: PubChem, National Center for Advancing Translational Sciences (NCATS)
LmPK inhibitor: blocks Leishmania mexicana pyruvate kinase activity; Q27686; purified LmPK, Kinase-Glo ATP luminescence, 1 h; Potency, µM (series often up to 57.5 µM), for inactives: at the top dose activity change, negative = inhibition, actives largely listed as inhibitors; actives 0.37% (n = 290,000); AID 1721; further: potency means the concentration at half of the fitted maximal effect
Target sequence (Q27686 whole entry, looked up): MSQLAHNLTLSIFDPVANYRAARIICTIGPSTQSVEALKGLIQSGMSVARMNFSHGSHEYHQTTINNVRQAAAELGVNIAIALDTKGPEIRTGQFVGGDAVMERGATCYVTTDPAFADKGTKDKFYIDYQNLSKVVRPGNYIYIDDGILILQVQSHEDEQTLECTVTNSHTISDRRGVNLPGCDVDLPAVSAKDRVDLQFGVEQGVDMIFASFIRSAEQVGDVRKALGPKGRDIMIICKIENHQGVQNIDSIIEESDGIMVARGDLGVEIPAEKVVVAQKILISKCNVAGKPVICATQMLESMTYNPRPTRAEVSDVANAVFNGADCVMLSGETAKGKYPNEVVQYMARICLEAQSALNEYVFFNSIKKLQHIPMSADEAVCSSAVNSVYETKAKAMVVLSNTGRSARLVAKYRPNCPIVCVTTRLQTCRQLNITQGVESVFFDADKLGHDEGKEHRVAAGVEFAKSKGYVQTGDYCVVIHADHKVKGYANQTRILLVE
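In 50 mM imidazole pH 7.2 with 7 mM MgCl2, LmPK (0.1 nM) turned over PEP (0.5 mM) and ADP (0.1 mM) for 1 h at room temperature. Luciferase read-out of ATP.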
Tb PYK inh: inhibitors of Trypanosoma brucei pyruvate kinase; Q57TT1; TbPYK enzyme, Kinase-Glo Plus ATP luminescence, 45 min; Potency, µM (highest dose often 76.8 µM), for the others: at the highest dose activity, negative = inhibition, usual class: inhibitors; actives 0.12% (n = 410,000); AID 624173; further: potency means the concentration at half of the fitted maximal effect; nearly all actives have a fitted effect of over 50% in size
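TbPYK + substrate in 50 mM TEA pH 7.2, 100 mM KCl, 10 mM MgCl2, 0.05% BSA, 0.01% Tween-20; cpd pinned; ADP 130 uM final; 45 min RT; Kinase-Glo Plus 10 min; luminescence endpoint.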
AmpC inh detg: AmpC beta-lactamase inhibition with detergent present. P00811. AID 485294. Potency, µM (top dose mostly 114 µM), without a hit: at the top dose activity change, negative = inhibition, most hits filed as inhibitors. AmpC hydrolysis of nitrocefin, absorbance 480 nm, 0.01% Triton. actives 0.041% (n = 370,000);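 further: potency means the concentration at half of the fitted maximal effect; 0% = no-compound wells and -100% = no-enzyme wells; nearly all actives have a fitted effect of over 25% in size; some results filed as inactive show a strong effect at the top dose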
Target sequence (P00811 whole entry, looked up): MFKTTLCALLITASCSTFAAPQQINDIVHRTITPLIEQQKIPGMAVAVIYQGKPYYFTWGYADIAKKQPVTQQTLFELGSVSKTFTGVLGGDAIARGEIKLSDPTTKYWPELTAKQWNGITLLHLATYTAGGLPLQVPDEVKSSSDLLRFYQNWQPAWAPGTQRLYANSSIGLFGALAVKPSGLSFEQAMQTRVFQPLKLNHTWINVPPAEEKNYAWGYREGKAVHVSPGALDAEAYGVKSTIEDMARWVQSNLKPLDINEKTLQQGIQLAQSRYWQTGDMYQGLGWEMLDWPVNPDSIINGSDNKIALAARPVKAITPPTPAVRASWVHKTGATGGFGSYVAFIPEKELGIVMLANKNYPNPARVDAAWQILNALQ
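20 mM phosphate pH 7.0 + 0.01% (detergent screen) or 0.0001% Triton X-100; 5.3 nM AmpC reagent; cpd preinc 15 min RT; nitrocefin (800 uM stock) to start; A480 q20 s × 4 min; Activity was normalised to no-enzyme and no-compound control wells.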
AmpC inh no detg: blocks E. coli AmpC beta-lactamase in detergent-free assay. P00811. AmpC nitrocefin hydrolysis, absorbance 480 nm, 0.0001% Triton. Potency, µM (doses to about 57.1 µM), for inactives: at the highest dose activity change, negative = inhibition, actives largely listed as inhibitors. actives 0.52% (n = 330,000). AID 485341;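 further: potency means the concentration at half of the fitted maximal effect; plate controls were no compound for no effect and no enzyme for full effect; nearly all actives have a fitted effect of over 20% in size; some results filed as inactive show a strong effect at the top dose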
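AmpC (5.3 nM in the dispensed reagent) in 20 mM phosphate pH 7.0 with 0.01% (detergent screen) or 0.0001% Triton X-100 was preincubated with compounds for 15 min at room temperature. Nitrocefin was then added from an 800 uM solution, and hydrolysis was followed at 480 nm.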
Sm TGR block: inhibitors of Schistosoma mansoni thioredoxin glutathione reductase; purified TGR, DTNB reduction, TNB absorbance 405 nm; actives 3% (n = 360,000); AID 485364; Potency, µM (top dose mostly 114 µM), inactives show at the top dose activity change, negative = inhibition, actives largely listed as inhibitors; further: potency means the concentration at half of the fitted maximal effect; nearly all actives have a fitted effect of over 60% in size
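First, TGR (20 nM dispensed) and NADPH were mixed with compound. Second, a 15 min room-temperature incubation followed. Third, further NADPH and then DTNB were added to start the reaction. Finally, TNB absorbance was monitored kinetically.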
AMA1 RON2 block: AMA1-RON2 (P. falciparum) interaction inhibition. AlphaScreen AMA1-biotinylated RON2 peptide binding. Potency, µM (series often up to 58.2 µM), for inactives: top-dose activity change, negative = inhibition, most hits filed as inhibitors. actives 0.2% (n = 360,000). AID 720542;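 further: potency means the concentration at half of the fitted maximal effect; 0% = vehicle wells and -100% = peptide control; nearly all actives have a fitted effect of over 45% in size; some results filed as inactive show a strong effect at the top dose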
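AMA1 (3D7) with his tag at 25 nM final met compounds first, then biotinylated RON2 peptide at 25 nM; detection used donor plus acceptor beads, 10 µg/mL apiece, read by AlphaScreen after 30 min at room temperature.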
HCMV antiviral: human cytomegalovirus inhibition; HFF cells, HCMV-luciferase reporter, 72 h; hits give low values; activity change, negative = inhibition, % at 57.5 µM; actives 4.5% (n = 410,000); AID 1259415; in the data active means activity change below about -60%; inconclusive means no clear call, values can overlap the other calls; inactive means above about -39%
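Inhibition of viral replication was scored as loss of reporter luminescence in HFFs infected with HCMV-luciferase (MOI 1 PFU/cell) for 72 h; compounds tested at 2 doses, normalized to buffer and Salinomycin controls.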
* marks the source's active call; other numbers are inactive results; u = inconclusive; x = no result given; [ ] = remark or other dose. Unless noted, the call rests on the fitted dose curve; in most records, active means well fitted curve in the direction sought with a large enough effect; inconclusive means small, poorly fitted or top-dose-only effect, or another doubt; inactive means no such curve, though single readings can be large; an effect the other way counts as inactive or inconclusive. Unless noted, on the % scale 0 is the no-effect control and ±100 the full control effect.

| nr | Structure | LmPK inhibitor | Tb PYK inh | AmpC inh detg | AmpC inh no detg |
| --- | --- | --- | --- | --- | --- |
| 1 | CC(NC(=O)COC(=O)c1ccc2c(=O)n3c(nc2c1)CCCCC3)c1ccccc1 (centres undefined) | x | 1% | u | 2% |
| 2 | COc1ccc(CNC(=O)COC(=O)c2ccc3c(c2)OCCO3)cc1 | 8% | -18% | -6% | -20% |
| 3 | CCCn1c2c(c(O)c(C(=O)NCCCN(CC)CC)c1=O)CCCC2 | 3% | 3% | -8% | 27% |
| 4 | CCCOc1ccccc1-c1nc(SCCC(=O)O)n[nH]1 | 6% | -18% | u | -11% |
| 5 | CC(C)NC(=O)C1CCN(C2CCN(Cc3nc4ccccc4s3)CC2)CC1 | 4% | 0% | -1% | -2% |
| 6 | O=C(OCc1cccc([N+](=O)[O-])c1)c1ccncc1 | -3% | 1% | 3% | -16% |
| 7 | CN(C)S(=O)(=O)c1cc(NC(=O)CN2C(=O)NC3(CCCc4ccccc43)C2=O)ccc1Cl (centres undefined) | 0% | -11% | -6% | -8% |
| 8 | O=C(Nc1ccccn1)C(NS(=O)(=O)c1cccc2nsnc12)c1ccccc1 (centres undefined) | 5% | -4% | -16% | u |
| 9 | O=C(COc1ccc(Cl)cc1)Nc1ccc(N2CCN(C(=O)c3ccco3)CC2)cc1 | 2% | 2% | -1% | -1% |
| 10 | COc1ccccc1NC(=O)c1cnc(SCC(=O)N2CCCc3ccccc32)n(C)c1=O | x | -2% | -5% | x |
| 11 | COc1nc(C)cc(C)c1S(=O)(=O)c1ccccc1 | 8% | 2% | 7% | 2% |
| 12 | CCc1cccc(C)c1NC(=O)c1cc(CN2CCCC2)on1 | x | 2% | 6% | x |
| 13 | COc1ccc(N2CCN(C(=O)CNC(=O)c3ccco3)CC2)cc1 | -6% | 0% | -5% | -3% |
| 14 | CC(=O)c1ccc(N2CCN(S(=O)(=O)c3ccc4[nH]c5c(c4c3)CCCC5)CC2)cc1 | x | 1% | 2% | x |
| 15 | CC(C)OCCCNc1ncnc2c1[nH]c1ccccc12 | 0% | -7% | 2% | -28% |

| nr | Sm TGR block | AMA1 RON2 block | HCMV antiviral |
| --- | --- | --- | --- |
| 1 | -15% | 0% | -22 |
| 2 | 11%[11.4 µM] | -1% | 72 |
| 3 | -19% | 0% | -13 |
| 4 | -19% | 7% | 62 |
| 5 | -7% | 6% | -12 |
| 6 | x | -29% | u |
| 7 | -7% | 3% | 15 |
| 8 | 0% | 15% | -5 |
| 9 | -35% | -20% | -86* |
| 10 | -25% | x | 14 |
| 11 | 15% | 15% | 6 |
| 12 | -1% | x | -12 |
| 13 | 5% | 1% | 30 |
| 14 | 0% | x | -25 |
| 15 | 2% | 0% | -75* |

Remaining list, next part.
| nr | Structure | LmPK inhibitor | Tb PYK inh | AmpC inh detg | AmpC inh no detg |
| --- | --- | --- | --- | --- | --- |
| 16 | OCCN1CCN(c2ncnc3c2ncn3[C@H]2CN(Cc3ccc4c(c3)OCO4)C[C@@H](CO)O2)CC1 | x | -1% | x | x |
| 17 | CCOc1ccc(OCC)c(NC(=O)CN(C)S(=O)(=O)c2ccc3[nH]c(=O)oc3c2)c1 | x | 0% | 13% | x |
| 18 | O=C(Nc1ccc(C(F)(F)F)cc1)c1cc(S(=O)(=O)N2CCCc3ccccc32)ccc1F | x | -8% | 14% | x |
| 19 | O=C(c1cccc(Oc2ccc([N+](=O)[O-])cc2Cl)c1)N1CCCCC1 | 1% | 3% | -6% | 82%[activator] |
| 20 | N#Cc1cccc(C(=O)OCc2cccc(S(=O)(=O)N3CCOCC3)c2)c1 | x | 6% | u | 89%[activator] |
| 21 | CC(Oc1ccc(/C=N/NC(=O)Cc2cccc3ccccc23)cc1)C(=O)O (centres undefined) | 4% | 6% | 0% | -38% |
| 22 | Cc1ccc(-c2cc(-c3ccc(F)cc3)c(C#N)c(N)n2)o1 | -21% | u | -19% | u |
| 23 | CC(NC(=O)c1ccco1)C(=O)N(C)Cc1ccc(C(F)(F)F)cc1 (centres undefined) | 1% | 3% | -1% | 13% |
| 24 | COc1ccccc1NS(=O)(=O)c1cccc(C(=O)N/N=C/c2ccc3c(c2)OCCO3)c1 | 1% | 38%[activator] | -11% | -20% |
| 25 | CC(=O)c1cccc(NC(=O)c2nc(-c3ccccc3)n(-c3ccccc3C)n2)c1 | x | 3% | -9% | x |
| 26 | CCn1c2ccccc2c2cc(CN3CCN(S(=O)(=O)Cc4ccccc4)CC3)ccc21 | -1% | 4% | -1% | -56% |
| 27 | COc1ccc(CC(=O)Nc2ccc3c(C)cc(=O)oc3c2)cc1OC | -1% | -1% | -19% | -5% |
| 28 | COC(=O)c1cc(NS(=O)(=O)c2ccc(N3CCOCC3)c(N)c2)cc(C(=O)OC)c1 | 6% | -7% | 5% | 2% |
| 29 | CC(C)=C[C@@H]1C[C@H](C)[C@H]2CC[C@H](C)c3c(O)c(O)c(C)c1c32 | x | -19% | 2% | -27% |
| 30 | O=C(NCc1ccccc1)C1Cc2c(-c3cccc(F)c3)ccnc2O1 (centres undefined) | x | -3% | x | x |

| nr | Sm TGR block | AMA1 RON2 block | HCMV antiviral |
| --- | --- | --- | --- |
| 16 | x | -2% | -18 |
| 17 | -1% | x | -24 |
| 18 | 15% | x | -26 |
| 19 | -3% | -5% | 10 |
| 20 | -6% | 61%[activator] | 8 |
| 21 | u | 53%[activator] | 32 |
| 22 | 20µM* | 11% | 52 |
| 23 | -22% | -12% | -21 |
| 24 | 4% | 55%[activator] | -63* |
| 25 | 0% | x | 12 |
| 26 | 2% | -5%[11.6 µM] | 6 |
| 27 | -1% | 17% | 22 |
| 28 | 6% | -3% | 72 |
| 29 | -33% | -9% | -6 |
| 30 | x | 1% | -69* |

Values in list order from above.
Entries 18 to 28 in AMA1 RON2 block read x, -5%, 61%[activator], 53%[activator], 11%, -12%, 55%[activator], x, -5%[11.6 µM], 17%, -3%
Entries 18 to 28 in HCMV antiviral read -26, 10, 8, 32, 52, -21, -63*, 12, 6, 22, 72

Carrying on.
| nr | Structure | LmPK inhibitor | Tb PYK inh | AmpC inh detg | AmpC inh no detg |
| --- | --- | --- | --- | --- | --- |
| 31 | O=C(CN1C(=O)S/C(=C\C=C\c2ccccc2)C1=O)N1CCCCC1 | -9% | 2% | -2% | 165% |
| 32 | CCSc1ncc(Cl)c(C(=O)Nc2sc3c(c2C(=O)NC)CCCC3)n1 | x | -1% | 20% | x |
| 33 | COc1ccc(-c2nc3c4ccccc4ccn3c2Cc2ccc(C)cc2)cc1OC | x | 0% | x | x |
| 34 | COCOCCn1cc(CN2CCS(=O)(=O)N(Cc3ccc(-c4ccc(F)cc4)cc3)C(CC(C)C)C2=O)nn1 (centres undefined) | x | -1% | x | x |
| 35 | O=C(CCCO)c1ccc2c(c1)OCCO2 | 0% | 3% | 2% | x |

| nr | Sm TGR block | AMA1 RON2 block | HCMV antiviral |
| --- | --- | --- | --- |
| 31 | -20% | 4% | x |
| 32 | 2% | x | -5 |
| 33 | x | -15% | -21 |
| 34 | x | -2% | -15 |
| 35 | 15% | -9% | 24 |

Part of the list above in another layout.
[5] CC(C)NC(=O)C1CCN(C2CCN(Cc3nc4ccccc4s3)CC2)CC1
[6] O=C(OCc1cccc([N+](=O)[O-])c1)c1ccncc1
[7] CN(C)S(=O)(=O)c1cc(NC(=O)CN2C(=O)NC3(CCCc4ccccc43)C2=O)ccc1Cl (centres undefined)
compound no. | 5 | 6 | 7
LmPK inhibitor | 4% | -3% | 0%
Tb PYK inh | 0% | 1% | -11%
AmpC inh detg | -1% | 3% | -6%
AmpC inh no detg | -2% | -16% | -8%
Sm TGR block | -7% | x | -7%
AMA1 RON2 block | 6% | -29% | 3%
HCMV antiviral | -12 | u | 15

Compounds shown so far that have fluorine (five):
| nr | Structure | LmPK inhibitor | Tb PYK inh | AmpC inh detg | AmpC inh no detg |
| --- | --- | --- | --- | --- | --- |
| 18 | O=C(Nc1ccc(C(F)(F)F)cc1)c1cc(S(=O)(=O)N2CCCc3ccccc32)ccc1F | x | -8% | 14% | x |
| 22 | Cc1ccc(-c2cc(-c3ccc(F)cc3)c(C#N)c(N)n2)o1 | -21% | u | -19% | u |
| 23 | CC(NC(=O)c1ccco1)C(=O)N(C)Cc1ccc(C(F)(F)F)cc1 (centres undefined) | 1% | 3% | -1% | 13% |
| 30 | O=C(NCc1ccccc1)C1Cc2c(-c3cccc(F)c3)ccnc2O1 (centres undefined) | x | -3% | x | x |
| 34 | COCOCCn1cc(CN2CCS(=O)(=O)N(Cc3ccc(-c4ccc(F)cc4)cc3)C(CC(C)C)C2=O)nn1 (centres undefined) | x | -1% | x | x |

| nr | Sm TGR block | AMA1 RON2 block | HCMV antiviral |
| --- | --- | --- | --- |
| 18 | 15% | x | -26 |
| 22 | 20µM* | 11% | 52 |
| 23 | -22% | -12% | -21 |
| 30 | x | 1% | -69* |
| 34 | x | -2% | -15 |
